TAAR1 agonist: human TAAR1 agonism | CHO RD-HGA16 TAAR1, Fluo-8 calcium fluorescence; vehicle wells 0%, saturating PEA agonist 100% | Q96RJ0 | activation, % at 3 µM | 360,000 compounds, 0.99% hits;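 active = activation above the mean activation of all test compounds in the run plus 3 SD, cut at about 38% in these data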
Target sequence (Q96RJ0 whole entry, looked up): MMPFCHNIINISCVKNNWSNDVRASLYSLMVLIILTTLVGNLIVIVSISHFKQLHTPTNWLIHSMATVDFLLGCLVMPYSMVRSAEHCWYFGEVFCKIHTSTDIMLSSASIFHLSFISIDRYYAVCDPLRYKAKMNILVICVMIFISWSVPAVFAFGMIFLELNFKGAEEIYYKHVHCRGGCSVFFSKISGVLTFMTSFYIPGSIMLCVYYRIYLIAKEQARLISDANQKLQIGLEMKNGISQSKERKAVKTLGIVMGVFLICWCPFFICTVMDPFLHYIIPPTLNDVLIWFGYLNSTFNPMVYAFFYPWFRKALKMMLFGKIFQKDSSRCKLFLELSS
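Test system: RD-HGA16 (CHO) cells co-expressing Gα16 and hTAAR1; dosing: one-point dosing at 3 µM (nominal); timing: 17-24 h seeding, 75 min 37 °C dye, 30 min RT; signal: kinetic Fluo-8 calcium fluorescence; read-out basis: % activation relative to PEA EC100 response; controls: DMSO and PEA EC100; replicates: n 1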
CHRM1 antagonist: blocks human M1 muscarinic receptor; P11229; CHO-K1 hM1, Fluo-8 calcium fluorescence, ACh EC80 antagonist; inhibition, % at 3 µM; 360,000 compounds, 1.3% hits;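 active = percent inhibition above its own plate's cutoff, namely the mean of that plate's compound wells plus 3 SD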;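 also: peak over basal fluorescence ratio during 140 s after agonist addition; 0% = ACh EC80 plus DMSO and 100% = DMSO alone without agonist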
M4 antag: blocks acetylcholine activation of human M4 receptor. CHO-hM4 cells, ACh EC80, Fluo-8 calcium fluorescence. inhibition, % at 3 µM. 360,000 compounds, 0.73% hits. P08173;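 active = inhibition above its plate's cutoff, the mean inhibition of sample wells plus 3 SD, cut at about 27% in these data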;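 also: 0% = acetylcholine EC80 with DMSO and 100% = DMSO without agonist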
Target sequence (P08173 whole entry, looked up): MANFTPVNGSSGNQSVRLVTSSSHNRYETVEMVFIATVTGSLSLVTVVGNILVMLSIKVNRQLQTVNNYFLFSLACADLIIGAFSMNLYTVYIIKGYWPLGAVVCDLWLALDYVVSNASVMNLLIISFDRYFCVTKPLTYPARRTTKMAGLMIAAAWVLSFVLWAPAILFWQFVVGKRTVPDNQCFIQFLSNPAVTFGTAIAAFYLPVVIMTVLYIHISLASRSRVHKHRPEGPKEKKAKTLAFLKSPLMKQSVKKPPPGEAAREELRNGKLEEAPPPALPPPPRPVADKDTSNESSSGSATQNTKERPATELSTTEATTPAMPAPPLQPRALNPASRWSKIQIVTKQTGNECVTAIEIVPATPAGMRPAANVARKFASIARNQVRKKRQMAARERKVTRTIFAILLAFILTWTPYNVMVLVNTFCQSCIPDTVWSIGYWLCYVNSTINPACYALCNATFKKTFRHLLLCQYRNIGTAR
M5 PAM: CHRM5 positive allosteric modulation; P08912; CHO-K1 hM5, Fluo-8 calcium, ACh EC20 PAM; 0% = ACh EC20, 100% = ACh EC100; activation, % at 3 µM; 360,000 compounds, 0.3% hits;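 active = activation above the run cutoff, the mean activation of all test compounds plus 3 SD, cut at about 18% in these data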
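Assay system: CHO-K1 hM5 cells. Also added: acetylcholine at EC20 concentration, added after compound. Dosing: 3 µM, single dose. Times: compound preincubation 140 s before EC20 acetylcholine addition. Signal: Fluo-8 calcium fluorescence. Measure: % activation relative to EC20 and EC100 ACh responses. Repeats: singlicate, one well per test compound.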
CHRM4 agonist: agonists of human muscarinic M4 receptor (CHRM4); CHO-K1 hM4/Gqi5, Fluo-8 calcium fluorescence; vehicle 0%, full acetylcholine response 100%; activation, % at 3 µM; 360,000 compounds, 0.14% hits; AID 624127;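 active = activation above the run mean over all test wells plus 3 SD, cut at about 32% in these data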;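 also: peak over basal fluorescence ratio per well then scaled between controls; 0% = DMSO wells and 100% = acetylcholine at EC100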
CHRM1 PAM: potentiates human M1 receptor response to acetylcholine | P11229 | CHO-K1 hM1, Fluo-8 calcium fluorescence, ACh EC20; 0% = ACh EC20, 100% = maximal ACh | activation, % at 3 µM | 360,000 compounds, 0.088% hits; in the data active = activation above about 19%, passing the limit was not always enough
M5 ag: CHRM5 agonism in calcium assay. P08912. CHO-K1 hM5 cells, Fluo-8 calcium fluorescence; 0% DMSO wells, 100% maximal acetylcholine response. activation, % at 3 µM. 360,000 compounds, 0.19% hits. AID 624037;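 active = activation above the run's mean over test compounds plus 3 SD, cut at about 23% in these data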;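 also: signal is peak over basal fluorescence ratio across the kinetic read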
CHRM5 antagonist: blocks acetylcholine activation of human M5 receptor. CHO-hM5 cells, Fluo-8 calcium fluorescence, ACh EC80. inhibition, % at 3 µM. 360,000 compounds, 0.59% hits;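 active = inhibition above a per-plate cutoff, the mean of that plate's test compounds plus 3 SD, cut at about 27% in these data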;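 also: 0% = acetylcholine EC80 with DMSO and 100% = DMSO without agonist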
M1 ag: agonists of human M1 muscarinic receptor. P11229. CHO-K1 hM1, Fluo-8 calcium fluorescence, agonist mode; 0% DMSO, 100% acetylcholine EC100. activation, % at 3 µM. 360,000 compounds, 0.33% hits. AID 588814;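 active = activation above the run's mean compound activation plus 3 SD, cut at about 16% in these data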;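 also: peak over basal fluorescence ratio within a 140 s kinetic read after compound addition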
Starred values were filed as active, the others as inactive; . = not tested or not shown. Not all compounds are listed; the hit share may differ from the screen's.

SMILES	TAAR1 agonist	CHRM1 antagonist	M4 antag	M5 PAM	CHRM4 agonist	CHRM1 PAM	M5 ag	CHRM5 antagonist	M1 ag
CC(C)(C)c1ccccc1NC(=S)NCc1ccccc1	-2	3	3	-3	0	-5	-3	-1	-11
COc1ccccc1CNC(=O)c1ccccc1OCc1ccc(F)cc1	10	7	3	-7	1	-15	-4	-1	0
CC(C)(C)C(=O)c1c(N)[nH]c(C(=O)c2ccccc2)c1-c1cc2ccccc2nc1Cl	2	.	2	-1	5	.	2	7	.
CC(/C=N/n1c(-c2ccco2)n[nH]c1=S)=C\c1ccco1	-1	8	15	-6	1	-5	-1	5	-5
CCCCCCCCN1C(=O)[C@H](CC(=O)NCCCCc2ccccc2)C[C@@]2(C(=O)OCC)CCCC=C12	3	.	-9	7	0	.	-2	-25	.
NNC(=O)CN1CCN(c2ncc(C(F)(F)F)cc2Cl)CC1	3	-3	-2	-6	11	-3	4	-6	-4
CC(C)Oc1ccccc1OCCCOc1cccc2cccnc12	7	-2	-13	-3	8	2	-2	-13	-9
CC1(C(=O)O)CCN1C(=O)c1ccccc1F (stereo unspecified)	0	-8	-9	2	1	13	0	-2	-4
COC(=O)c1cccc(Nc2ncnc3sccc23)c1	1	-3	-3	-12	8	1	1	8	1
COc1ccc(CCNC(=O)C2(C)CCC(=O)N2Cc2ccc(F)cc2Cl)cc1OC (stereo unspecified)	1	-14	-10	-2	0	20	-4	6	-2
CCCCNC(=O)CN(c1cccc(F)c1)S(C)(=O)=O	4	5	2	-3	1	-4	-8	0	-2
CSCCC(NC(=O)c1ccco1)C(=O)N1CCC(C(N)=O)CC1 (stereo unspecified)	0	-9	-1	5	0	0	-1	4	3
COC(=O)[C@]12CCCCC=C1N(Cc1ccc(Cl)cc1Cl)C(=O)[C@H](CC(=O)NCc1cccc3ccccc13)C2	0	.	6	1	1	.	1	4	.
COc1ccc(NC(=O)COC(=O)Cn2cnc3ccccc3c2=O)cc1OC	3	-18	23	0	3	3	0	3	-1
C=CCn1c(O)c(N=NC(=O)CNC(=O)c2ccncc2)c2ccccc21	7	-20	5	3	2	15	-3	3	-3
Clc1ccc(OCCn2ccnc2)c2ccccc12	5	-11	0	-5	3	6	-7	-5	-7
S=c1nccc(-c2cc(Cl)sc2Cl)[nH]1	0	-9	0	0	0	7	-1	-3	-5
CCOc1ccc(NC(=O)N2CCN(Cc3ccc4c(c3)OCO4)CC2)cc1	2	-3	-7	-6	1	2	-1	4	-8
COc1ccc(-c2nc(NC(=O)c3[nH]c(C)c(C(C)=O)c3C)sc2C)cc1	46*	11	10	-5	14	-5	9	6	-2
c1csc(Cn2c(-c3cccs3)nc3ccccc32)c1	11	-1	10	-6	-1	1	-7	5	-6
Cc1ccc(S(=O)(=O)Cc2ccc(C(=O)N3CCCCC3C)cc2)cc1 (stereo unspecified)	3	2	-2	-4	2	1	0	4	-1
CCCC(C(=O)Nc1ccc(S(=O)(=O)Nc2nccs2)cc1)c1ccccc1 (stereo unspecified)	3	1	-12	3	2	10	-4	3	-2
O=C(NC1CCCCC1)C1c2ccccc2OCC(=O)N1Cc1ccco1 (stereo unspecified)	1	.	-5	3	1	.	-1	-1	.
CC(=O)Nc1ccc(N/C=C2/CCCC2=O)cc1	1	3	6	-6	5	0	1	14	-2
O=[N+]([O-])c1ccc(CS(=O)(=O)N2CCN(c3ccccc3)CC2)cc1	-4	-15	-16	-1	1	9	-4	6	0
CCCCN(C(=O)c1cc2c(s1)CCC2)c1c(N)n(CCCC)c(=O)[nH]c1=O	-1	-7	-5	0	0	2	0	-2	-3
CCS(=O)(=O)c1ccc2oc(Nc3ccccc3Cl)nc2c1	1	-3	5	-6	3	2	-1	13	-4
Cc1cc(C)cc(NC(=O)NNC(=O)c2cc3occc3[nH]2)c1	8	-1	11	10	1	5	1	-27	-1
Cn1c(SCC(=O)Nc2cc([N+](=O)[O-])ccc2F)nnc1C(F)(F)F	0	-10	6	0	1	7	1	-3	-7
Cc1c(S(=O)(=O)Nc2ccc(Br)cc2)c(=O)n(C)c(=O)n1C	2	30*	18	-17	20	-15	3	23	-4
Cc1ccc2nc(SCC(=O)N3CCCCCC3)nc(=O)n2c1	0	-3	-4	-3	1	14	2	8	-2
NC(=O)C1CCN(C(=O)c2cccc(S(=O)(=O)N3CCc4ccccc4C3)c2)CC1	7	1	7	-7	1	-2	-1	4	-6
Cc1cc(NC(=O)CSc2nnc(-c3ccc(O)cc3)o2)no1	-1	-9	-5	0	1	3	1	4	0
CC(C)(C)C(=O)Nc1ccc(F)cc1[N+](=O)[O-]	-1	8	6	-5	0	-1	1	7	-1
O=C(c1cccc(S(=O)(=O)N2CCCC2)c1)N(Cc1ccco1)C1CCS(=O)(=O)C1 (stereo unspecified)	2	-10	2	5	1	13	-2	6	-7
Fc1ccccc1CNC(=S)NC1CCCCC1	2	-4	7	-1	0	2	-3	7	-3
CC(=O)N1CCN(C(=O)CNC(=O)c2ccc(C)s2)CC1	3	-8	-4	-3	0	14	2	3	-2
Cc1c(-c2ccccc2Cl)nc2ccccc2c1C(=O)O	-1	-13	0	-4	0	14	-2	22	-2
Nc1ccccc1S(=O)(=O)NC1=NCCCCC1	-1	-17	7	-1	0	12	0	5	0
CN1C(=O)c2ccccc2N(C)C1c1ccccc1Cl (stereo unspecified)	1	-6	2	0	0	9	-4	-15	-4
CCOC(=O)C1=C(C)NC(=O)NC1/C=C/c1ccccc1OC (stereo unspecified)	3	-10	-10	3	-1	8	-3	2	-2
COC(=O)C(Cc1ccccc1)NS(=O)(=O)c1ccccc1Br (stereo unspecified)	3	-3	8	14	1	0	0	0	-7
OC(CN1CCN(c2ccccc2F)CC1)c1ccc(F)cc1 (stereo unspecified)	1	-13	-4	1	1	5	-5	8	-8
CN1CCN(C2=NC(=O)/C(=C/c3ccccc3OS(=O)(=O)c3ccccc3)S2)CC1	13	4	-1	-2	4	0	0	8	-6
COCc1nnc(NC(=O)C(C)C)s1	4	3	23	-8	-1	-1	4	6	-3
O=C(O)c1cc(N2C(=O)C3C4C=CC(C4)C3C2=O)ccc1N1CCOCC1 (stereo unspecified)	0	5	-2	-3	0	4	-2	6	-2
Cc1ccccc1C(C)NS(=O)(=O)c1ccc2c(c1)OCCO2 (stereo unspecified)	10	11	-4	0	0	-5	2	-4	-3
Nc1ncc(Br)cc1S(=O)(=O)NCCC(=O)N1CCN(c2ccccn2)CC1	1	27	7	-12	1	-22	-5	1	-9
CSc1ncc(Cl)c(C(=O)Nc2ccccc2Cl)n1	-2	-2	2	-7	4	-1	-1	12	-8
O=C(COc1ccc(Cl)cc1)N1CCN(S(=O)(=O)c2ccc(Cl)cc2)CC1	1	-7	-19	13	1	2	-2	-10	-2
O=C(NCc1ccccc1)c1ccc(-c2ccccc2F)o1	2	-7	-16	-5	5	-2	-3	8	-5
CC(C)(C)n1nnnc1C(c1cc2ccccc2o1)N1CCCC1 (stereo unspecified)	2	.	-12	-1	-1	.	-2	5	.
CCN1C(=O)N[C@@H](CCc2ccccc2)C(C(C)=O)=C1C	7	-1	-2	0	1	3	-5	11	-7
C/C(=N\OCC(=O)OC(C)C(=O)Nc1ccc(C(N)=O)cc1)c1ccc2c(c1)OCO2 (stereo unspecified)	6	9	8	-8	10	-5	2	18	3
Cc1cnc(C(=O)Nc2ccc(C)c(S(=O)(=O)N3CCCCC3)c2)cn1	1	4	-4	0	0	2	0	0	-4
COc1ccc(C(=O)N(C)Cc2ccon2)cc1OC1CCN(C(C)C)CC1	0	-5	2	-4	0	6	-7	-4	-6
O=C(NCCCNC(=O)c1ccccn1)c1ccc(Cl)cc1	-3	10	-13	-2	0	0	-4	4	0
C[C@H](NC(=O)c1nc[nH]c1C(=O)N[C@@H](C)c1ccccc1)c1ccccc1	42*	6	-2	-7	8	-2	-4	6	-2
CCOC(=O)c1cnn(-c2nc(OC)cc(OC)n2)c1C(F)(F)F	-2	-12	5	1	0	8	-3	-3	-6
S=C(NCc1ccncc1)Nc1cccc(Cl)c1	6	-11	0	-4	5	10	3	12	1

Part of the list above in order of SMILES length, lowest first.
SMILES	TAAR1 agonist	CHRM1 antagonist	M4 antag	M5 PAM	CHRM4 agonist	CHRM1 PAM	M5 ag	CHRM5 antagonist	M1 ag
S=C(NCc1ccncc1)Nc1cccc(Cl)c1	6	-11	0	-4	5	10	3	12	1
CSc1ncc(Cl)c(C(=O)Nc2ccccc2Cl)n1	-2	-2	2	-7	4	-1	-1	12	-8
O=C(NCCCNC(=O)c1ccccn1)c1ccc(Cl)cc1	-3	10	-13	-2	0	0	-4	4	0
Cc1ccccc1C(C)NS(=O)(=O)c1ccc2c(c1)OCCO2 (stereo unspecified)	10	11	-4	0	0	-5	2	-4	-3
CCOC(=O)c1cnn(-c2nc(OC)cc(OC)n2)c1C(F)(F)F	-2	-12	5	1	0	8	-3	-3	-6
Cc1cnc(C(=O)Nc2ccc(C)c(S(=O)(=O)N3CCCCC3)c2)cn1	1	4	-4	0	0	2	0	0	-4
C/C(=N\OCC(=O)OC(C)C(=O)Nc1ccc(C(N)=O)cc1)c1ccc2c(c1)OCO2 (stereo unspecified)	6	9	8	-8	10	-5	2	18	3

Further compounds
SMILES	TAAR1 agonist	CHRM1 antagonist	M4 antag	M5 PAM	CHRM4 agonist	CHRM1 PAM	M5 ag	CHRM5 antagonist	M1 ag
Cn1nc(-c2ccccc2F)c2cc(C(=O)Nc3ccc4c(c3)OCCO4)sc21	11	4	-8	-18	0	-1	-13	3	-4
O=C(NC(=S)Nc1ccccn1)c1cncc(Br)c1	3	6	5	-6	1	0	-1	5	-9
COc1ccccc1N1CCN(C(=O)c2cc(-c3ccccc3)nc3c2cnn3C(C)C)CC1	3	1	3	1	1	3	1	-8	-2
C=CCN(c1ccc(C(=O)Nc2cccc(C)c2)cc1)S(C)(=O)=O	0	7	0	0	1	-6	-3	6	-5
CCOC(=O)C1CCCN(C(=O)c2cn(C)c(=O)c3cc(OC)c(OC)cc23)C1 (stereo unspecified)	9	-9	-7	2	1	4	1	6	3
Cn1nnc2c[n+](CC(=O)c3ccc4ccccc4c3)cc(Br)c21	5	3	8	-17	16	4	-2	13	-5
COc1ccc(N/C=C/C(=O)c2ccc(C)cc2)c([N+](=O)[O-])c1	0	-4	-5	3	0	3	0	-1	0
C[C@H](CO)N1C[C@H](C)[C@@H](CN(C)S(=O)(=O)c2ccccc2)Oc2ccc(NC(=O)Nc3ccccc3)cc2C1=O	0	17	2	2	1	-13	0	-8	-11
O=C(CN1CCN(c2ccccn2)CC1)Nc1nc2ccccc2s1	6	0	13	-2	5	-1	0	19	-3
CC(C)(C)NC(=O)/C(=C\C=C\c1ccccc1)NC(=O)c1ccc([N+](=O)[O-])cc1	2	6	-3	-13	2	-6	-2	16	-5
COCC(=O)Nc1c(C(=O)Nc2ccccc2OC)oc2ccccc12	4	-3	-2	3	2	4	1	-10	-3
Cc1nn(CC(=O)NCCC2=CCCCC2)c(C)c1[N+](=O)[O-]	1	-6	-2	-1	1	8	-5	-5	-2
CCC1(N(C(C)=O)c2ccc(OC)cc2)C(=O)c2ccccc2C1=O	8	26	4	-6	7	-16	6	7	-4
